Rac1 GTP hydrolysis = MgcRacGAP GTPase-activating activity inhibitors, confirmation, biochemical, ADP Hunter fluorescence | Rac GTPase-activating protein 1 (Homo sapiens) | MgcRacGAP-stimulated Rac1 GTP hydrolysis, ADP Hunter fluorescence; higher % means a stronger effect; GST-tagged Rac1 F28L mutant substrate | inhibition, % at 30 µM; hits with a dose series show IC50 in µM | actives 0.6% (n = 340,000);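 active = first-screen hits whose inhibition reached a set limit at any dose in the follow-up dose series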;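 note: fluorescence reports GDP produced by GAP-driven GTP hydrolysis; strong numbers were not always called active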
Active calls of the source: *. Not all compounds are listed; the hit share may differ from the screen's.

canonical_smiles | Rac1 GTP hydrolysis
O=C1c2cccc(Cl)c2C(=O)c2c1cccc2N1CCCC1 | 14%
CCCCn1nc(C(=O)N(C)Cc2nc3ccccc3c(=O)[nH]2)c2ccccc2c1=O | 15%
CCn1cc(/C=C(\NC(=O)c2ccccc2)C(=O)NCCN2CCOCC2)c2ccccc21 | 4%
CCc1ccccc1NC(=O)CSc1nc2cc(C(=O)NCC3CCCO3)ccc2c(=O)n1CC1CCCO1 (centres undefined) | 4%
Nc1nnc2cc(Br)ccc2n1 | 1%
O=C(NCC(c1ccc(F)cc1)N1CCOCC1)c1ccc(-c2ccccc2)cc1 (centres undefined) | 5%
CC(C)(C)OC(=O)N1CCC(NC(=O)c2[nH]cnc2C(=O)Nc2ccc(Br)cc2F)CC1 | 13%
O=C(COC(=O)CNC(=O)C1CCCCC1)NCc1ccc(Cl)cc1 | 3%
Cc1cc(C)c2nc(N3C(=O)C(O)=C(C(=O)c4ccco4)C3c3cccc(O)c3)sc2c1 (centres undefined) | 17%
CCN(C(=O)CSc1ncccn1)c1c(N)n(Cc2ccccc2)c(=O)[nH]c1=O | 6%
COc1ccc(-c2ccc3c(c2)C2CC3CCN2Cc2ccc(OC(F)(F)F)cc2)cc1 (centres undefined) | 6%
Cc1cc(O)cc2c1C1CCC3(C)C(=O)CCC3C1C=C2 (centres undefined) | 3%
CC1CC(C(O)c2ccccn2)C(=O)C(C(O)c2ccccn2)C1 (centres undefined) | 9%
C[C@@H]1CN([C@H](C)CO)C(=O)CCCn2nncc2CO[C@H]1CN(C)C | 16%
COc1cc2c(cc1OC)C1c3ccc(OC)c(OC)c3OCC1(O)C2 (centres undefined) | -2%
COc1ccccc1NCCC(=O)OCC(=O)Nc1cc([N+](=O)[O-])ccc1F | 9%
CC[C@]12c3[nH]c4ccc(Cl)cc4c3CCN1C(=O)[C@@H](CC(=O)NCCCN(C)C)C[C@@H]2C(=O)N1CCN(C(=O)c2ccco2)CC1 | 5%
CC(=O)Nc1ccc2nc(NC(=O)CS(=O)(=O)c3ccc(F)cc3)sc2c1 | -27%
COc1ccc(CN2C(=O)C(CC(=O)NC(c3ccccc3)c3ccccc3)CC(C(=O)N(C)C)=C2C)cc1 (centres undefined) | 14%
CCCCCC(=O)N1C[C@@H](O)[C@H](n2cc(COC(=O)c3ccccc3)nn2)C[C@@H]1c1ccc(Cl)cc1 | 7%
CC(=O)NC(CC(=O)OCC(=O)N1c2ccccc2NC(=O)C1(C)C)c1ccccc1 (centres undefined) | 3%
COc1cc(/C=C/C(C)=NNc2ccccc2)ccc1O | 52µM*
CN(CC(=O)Nc1ccc(F)c(F)c1F)C(=O)/C=C/c1ccco1 | 3%
COc1ccc(C(=O)OCCc2cc3ccccc3c(=O)o2)cc1 | 7%
Cc1ccc2c(c1)C1C[N+](C)(CC(=O)c3ccccc3)CCC1N2C(=O)c1ccccc1Cl (centres undefined) | 5%
CC1CCCN(C(=O)c2cccc(S(=O)(=O)N3CCCC3)c2)C1 (centres undefined) | -2%
COc1ccc(NC(=O)N(C)C[C@H]2Oc3ccc(NS(=O)(=O)c4ccc(F)cc4)cc3C(=O)N([C@H](C)CO)C[C@@H]2C)cc1 | 8%
CC1CCCCC12NC(=O)N(CC(=O)NCc1cccs1)C2=O (centres undefined) | 21%
Cc1ccc(S(=O)(=O)N2[C@@H](c3ccc(Br)cc3)C(C(=O)O)=C[C@H]2CC2CCCC2)cc1 | 8%
N#Cc1ccc(NC(=O)CSc2n[nH]c(=O)n2C2CC2)cc1 | 4%
COc1ccc(CCNC(=O)c2ccc(F)c(S(=O)(=O)N3CCCCC3)c2)cc1 | 12%
COc1cc(-c2cc(C(=O)O)c3cc4ccccc4cc3n2)cc(OC)c1OC | 11%
O=C1c2ccccc2C(=O)N1CCCCNc1ccccc1 | -3%
CC1(NC(=O)CSc2nnc(-c3ccco3)n2Cc2ccccc2)CCS(=O)(=O)C1 (centres undefined) | 7%
COC(=O)N(C)C[C@@H]1OCc2cnnn2CCCC(=O)N([C@H](C)CO)C[C@@H]1C | 15%
COC(=O)C1CC(O)CN1S(=O)(=O)c1ccc2ccccc2c1 (centres undefined) | 3%
CCCCCn1c(N2CCC(Cc3ccccc3)CC2)nc2c1c(=O)[nH]c(=O)n2C | 1%
CCCCN(C(=O)C1=CC=CN2CCS(=O)(=O)N=C12)c1ccccc1 | -1%
COc1ccc(C(=O)NCCCn2nc(C)cc2C)cc1S(=O)(=O)N1CCOCC1 | 2%
O=c1[nH]c2ccc(Br)cc2c(=O)o1 | 26%
CC[C@]12c3[nH]c4ccccc4c3CCN1C(=O)C(CC(=O)NCC13CC4CC(CC(C4)C1)C3)C[C@@H]2C(=O)N1CCN(C(=O)C2CC2)CC1 (some centres undefined) | 7%
O=C(Cc1ccc([N+](=O)[O-])cc1)NCCS(=O)(=O)N1CCN(c2ccccc2)CC1 | 7%
COc1cccc(OCC(=O)NCCS(=O)(=O)N2CCN(c3ccccc3)CC2)c1 | 13%
COc1ccc(CN(C)C(=O)C(CCSC)NS(=O)(=O)c2ccc3c(c2)OCCO3)c(OC)c1OC (centres undefined) | 7%
O=C(Nc1ccn(CCCNCC(c2ccccc2)c2ccccc2)c(=O)n1)OCc1ccccc1 | 14%
O=S1(=O)c2ccccc2C(O)(c2ccccc2)c2ccccc21 | -2%
C[C@H]1CN([C@@H](C)CO)C(=O)CCCn2nncc2CO[C@H]1CN(C)C(=O)Cc1ccccc1 | -10%
Cc1ccc(NC(=O)CSc2nnnn2C2CC2)cc1S(=O)(=O)N1CCOCC1 | 7%
CC(=O)N1CCN(C(=O)CCNS(=O)(=O)c2ccccc2)CC1 | 3%
COCCn1c(SCC(=O)Nc2ccc3[nH]c(=O)[nH]c3c2)nc2ccccc21 | 0%

Going on with the list:
canonical_smiles | Rac1 GTP hydrolysis
CCN(CC(=O)NCc1cccs1)C(=O)Cc1ccc(Cl)c(Cl)c1 | 7%
CCN1CCN(C(=O)C(Cc2ccccc2)NC(=O)c2ccc(Cl)c(S(=O)(=O)N(C)C)c2)CC1 (centres undefined) | 4%
CC(=O)Nc1ccc2c(c1)Cc1c-2cc(Cl)c(NC(C)=O)c1Cl | 0%
COc1ccccc1CNS(=O)(=O)c1cc(C(=O)NCc2ccccn2)c(Cl)cc1Cl | 6%
CN(Cc1cccnc1)C(=O)c1cc(S(=O)(=O)Nc2ccccc2F)ccc1Cl | 1%
CCN1C(=O)[C@@H]2[C@@H](c3ccc(-c4cc(C(C)=O)cs4)cc3)N3CCC[C@@]3(C(=O)OC)[C@@H]2C1=O | 12%
CCc1nnc(NC(=O)c2ccco2)s1 | 2%
Cc1ccc(C(=O)Nc2cccc(C(F)(F)F)c2)cc1NC(=O)c1[nH]cnc1C(N)=O | 8%
Cc1ccc2c(c1)C(=O)N1[C@H]3c4cc(Br)ccc4OC[C@@H]3[C@H](c3ccccc3)[C@]1(C)C(=O)N2 | 7%
COC(=O)c1c(-c2ccc(OC)cc2)sc2ccc(OC)cc12 | 7%
CCCc1c(C(=O)N/N=C/C2CC=CCC2)nnn1-c1nonc1N (centres undefined) | 9%
O=C(c1ccc([N+](=O)[O-])cc1)N1CCOCC1 | 6%
C=CC[C@@H](CC(=O)NCCO)C(=O)NCCOC(=O)[C@@H](CC=C)Cc1ccc(F)cc1 | 4%
CCCOc1c(Br)cc(C(=O)OCC(=O)NC(=O)c2cccn2C)cc1OC | 7%
Cc1ccc(NS(=O)(=O)c2ccc3c(c2)CC(=O)N3)cc1F | 3%
O=C(Cc1cccc2ccccc12)NN=Cc1ccc2c(c1)CCC2 | 9%
CC(NC(=O)COC(=O)c1cc(=O)c2ccccc2o1)c1ccccc1 (centres undefined) | 2%
Cc1ccc(C)c(OCCC(=O)OCC(=O)NC(=O)NC2CCCCC2)c1 | -1%
CC(OC(=O)/C=C/c1cccs1)C(=O)Nc1ccc(C(N)=O)cc1 (centres undefined) | -2%
COc1ccc(-c2cc(C(=O)OCC(=O)NC3CC3)c3ccccc3n2)cc1OC | -1%
Cn1nc(C(=O)NCCc2ccc3c(c2)OCCO3)c2ccccc2c1=O | 5%
CC(C)CN(C(=O)COC(=O)c1ccc(C#N)cc1)C1CCS(=O)(=O)C1 (centres undefined) | 7%
O=C(CCc1ccccc1)NC1(Cc2ccccc2)CCN(CCCc2ccccc2)C1=O (centres undefined) | 8%
CC(=O)Nc1ccc(S(=O)(=O)N[C@@H](C)C(=O)OCC(=O)c2ccc(Br)s2)cc1 | 17%
O=c1c2ccccc2sc2ccccc12 | 8%
Nc1ccc(-n2c(N)c(C(=O)NCc3ccc4c(c3)OCO4)c3nc4ccccc4nc32)cc1 | 1%
COc1oc(C(=O)NC2CCCCC2)c(-c2ccc(Cl)cc2)c1S(=O)(=O)c1ccccc1 | 2%
COc1cccc(OC)c1OC(=O)C1CC(=O)N(c2ccc3c(c2)OCCO3)C1 (centres undefined) | 11%
O=S(=O)(NCCS(=O)(=O)N1CCN(c2ccc(F)cc2)CC1)c1ccc(F)cc1 | 2%
C[C@H](CO)N1C[C@H](C)[C@H](CN(C)S(=O)(=O)c2ccc3ccccc3c2)OCc2cnnn2CCCC1=O | 7%
Cc1noc(C)c1NC(=O)N(C)C[C@H]1OCCCC[C@@H](C)Oc2ccc(NS(=O)(=O)c3ccccc3)cc2C(=O)N([C@H](C)CO)C[C@@H]1C | 15%
CCOc1ccccc1NC(=O)c1ccc2c(O)c(S(=O)(=O)c3ccccc3)c(=O)[nH]c2c1 | 16%
CCCCNC(=O)CSc1ccc(S(=O)(=O)N2CCOCC2)cn1 | 6%
C[C@H](CO)N1C[C@H](C)[C@@H](CN(C)CC2CCOCC2)Oc2ncc(Br)cc2C1=O | 14%
CCC1(CC)NC(=O)N(CC(=O)OCC(=O)Nc2ccc(OC(F)(F)F)cc2)C1=O | 2%
CC(=O)c1ccc(S(=O)(=O)N(CC(=O)NC2CC2)Cc2ccc(F)cc2)cc1 | -1%
COC(=O)CCC1(C(N)=O)CCC(=O)c2ccccc21 (centres undefined) | 1%
O=C(NCC1CCCO1)c1cc(S(=O)(=O)N2CCCCC2)ccc1Cl (centres undefined) | 3%
O=C(NCCNCC(O)COc1ccc(O)cc1)N1CCOCC1 (centres undefined) | 118µM*
O=C(NN=Cc1c(F)c(F)c(F)c(F)c1F)c1ccc(NS(=O)(=O)c2cccs2)cc1 | 1%
COc1ccc([C@H]2CC(=O)C=C(c3ccc4ncccc4c3)C2)cc1OC | 16%
COC(=O)c1ccc(COC(=O)C2CCN(S(=O)(=O)c3c(C)cc(C)cc3C)CC2)o1 | 17%
Cc1ccc([C@H]2C[C@@H](n3cc(C4CC4)nn3)[C@H](O)CN2C(=O)C2CCCCC2)cc1 | 5%
Cc1ccsc1C(=O)OCC(=O)NCc1cccs1 | 9%
COc1ccccc1NC(=O)COC(=O)C1CCCC1 | 1%
NN=C(NN=Cc1ccccc1)c1ccccc1 | -16%
COc1cccc(-n2c(SCC(=O)NC3CC3)nc3ccccc3c2=O)c1 | 4%
CC(C)CC1C(=O)N(Cc2cn(CCC3OCCCO3)nn2)CCS(=O)(=O)N1Cc1ccc(-c2ccccc2)cc1 (centres undefined) | 10%
NC(=O)c1ccsc1NC(=O)CCS(=O)(=O)c1ccc(Cl)cc1 | 2%
Cc1ccccc1-c1csc(N)n1 | 7%

(continued)
canonical_smiles | Rac1 GTP hydrolysis
COc1ccc(S(=O)(=O)N2CCC(C(=O)NN3CCCCC3)CC2)cc1OC | 4%
CNc1nnc(SCC(=O)N2c3ccccc3NC(=O)CC2C)s1 (centres undefined) | 4%
O=C(COC(=O)CNC(=O)c1ccc(Cl)c([N+](=O)[O-])c1)NCC1CCCO1 (centres undefined) | 7%
COc1ccc(C(=O)NC(CC(C)C)C(=O)O)cc1 (centres undefined) | 2%
COc1ccc(CNC(=O)COC(=O)c2ccc(S(=O)(=O)N3CCCCC3)cc2)cc1 | -1%
COc1ccc2c3c(ccc2c1)C(=O)/C(=C/O)CC3 | -93%
Cc1ccnc(NS(=O)(=O)c2ccc(NC(=O)c3cccc(Cl)c3)cc2)n1 | 9%
CC(SCC(=O)Nc1ccccc1Br)c1nc2ccccc2c(=O)[nH]1 (centres undefined) | -16%
O=C(COC(=O)CNS(=O)(=O)c1ccc(Cl)cc1)NC1CCCCC1 | 8%
CCCn1c(N)c(C(=O)CN(C)CC(=O)Nc2ccc(F)cc2)c(=O)[nH]c1=O | 3%
O=C1[C@H]2[C@@H](c3ccc(C(F)(F)F)cc3)N[C@]3(CCCN(CC4CCCCC4)C3=O)[C@H]2C(=O)N1Cc1ccccc1 | 1%
CCN(CC)c1ccc(/C=N/N2CC(=O)NC2=S)cc1 | 10%
